Screens as filed in PubChem BioAssay.
TSHR antagonist – antagonists of human thyroid stimulating hormone receptor. P16473. TSHR-expressing cells, TSH-stimulated cAMP HTRF, 2 h; active compounds read low. activity change, negative = inhibition, % at 11.5 µM. 0.2% of 330,000 active. AID 504810;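 active = activity change below a set negative limit, meaning inhibition stronger than a set level, cut at about -70% in these data; inconclusive = activity change between two set negative limits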; also: % is scaled to controls: 0 for no effect and ±100 for the full control effect
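Inhibition of cAMP made by TSHR-expressing cells under TSH stimulation (4nM final, EC80; 2 h, 37 deg C) is quantified with a one-step lysis HTRF kit, anti-cAMP cryptate versus cAMP-d2.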
uPA generation – blocks generation of uPA at the cell surface | cell surface uPA generation assay, qHTS | Potency, µM (highest dose often 38.3 µM), for the others: at the highest dose activity change, negative = inhibition, actives largely listed as inhibitors | 0.31% of 330,000 active | AID 540303; active = well fitted inhibition curve with a large enough effect; inconclusive = small, poorly fitted or top-dose-only effect; inactive = no such curve, though single readings can be large or run the other way; tested in mouse RAW 264.7 cells; also: potency is read from the fitted curve at half-maximal effect; % is scaled to controls: 0 for no effect and ±100 for the full control effect; nearly all actives have a fitted effect of over 55% in size
Tb PFK inh – blocks T. brucei phosphofructokinase; 0.17% of 330,000 active; Potency, µM (doses to about 57.5 µM), for inactives: top-dose activity, negative = inhibition, usual class: inhibitors; AID 485367; T. brucei PFK, ADP-Glo luminescence; O15648;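 also: potency is read from the fitted curve at half-maximal effect; 0% = uninhibited 1x PFK enzyme wells and -100% = no-enzyme wells; nearly all actives have a fitted effect of over 60% in size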
Target sequence (O15648 whole entry, looked up): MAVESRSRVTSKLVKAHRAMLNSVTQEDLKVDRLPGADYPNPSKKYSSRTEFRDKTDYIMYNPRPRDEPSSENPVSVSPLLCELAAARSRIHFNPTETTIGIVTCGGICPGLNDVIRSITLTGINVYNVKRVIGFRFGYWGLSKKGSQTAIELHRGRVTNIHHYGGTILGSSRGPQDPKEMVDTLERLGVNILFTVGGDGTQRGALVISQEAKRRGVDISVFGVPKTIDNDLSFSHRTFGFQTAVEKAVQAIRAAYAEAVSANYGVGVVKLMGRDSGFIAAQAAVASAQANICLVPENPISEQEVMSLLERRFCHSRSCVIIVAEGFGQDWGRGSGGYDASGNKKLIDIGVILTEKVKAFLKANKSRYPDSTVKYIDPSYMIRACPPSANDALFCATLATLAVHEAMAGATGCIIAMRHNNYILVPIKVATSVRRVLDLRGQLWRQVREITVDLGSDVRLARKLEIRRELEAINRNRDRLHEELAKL
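Compounds were pin-transferred as a titration series up to 57 uM into substrate buffer (0.5 mM F6P, 0.1 mM ATP, pH 8.0), then 1.25 nM PFK was added and reactions ran 45 min before ADP-Glo detection.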
Chronic BCR inh – blocks chronic active B-cell receptor signaling; ABC-DLBCL IkBa-CBG/CBR reporter, luminescence ratio, 4 h; Potency, µM (top dose mostly 46.1 µM), for inactives: top-dose ratio change, negative = lower green/red ratio, usual class: inhibitors; 0.05% of 340,000 active; AID 493014; active = well fitted inhibition curve with a large enough effect in the signal ratio, with a control signal flat, not every such curve was filed as active; inconclusive = small, poorly fitted or top-dose-only effect, or effect the other way, or a change in a side signal; the % refers to the signal ratio;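 also: potency is read from the fitted curve at half-maximal effect; plate controls were basal doxycycline-induced cells for no effect and cells given 10 µM MG132 for full effect; MG132 reads +100%, hits lower the ratio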
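Concentration-response series (up to 46 uM) were applied to TMD8 dual-reporter cells for 4 h at 37C with doxycycline. Green/red ratio, after filter-overlap correction, defined %Activity; red signal alone was normalised to basal cells and zero luminescence.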
TSG101-PTAP inh – blocks PTAP/TSG101 interaction to inhibit HIV-1 budding; Q99816; Fluorescence polarization, FITC-PTAP peptide / Tsg101 binding; Potency, µM (titrated, usually from 115 µM), for the others: top-dose activity change, negative = inhibition, usual class: inhibitors; 340,000 tested, under 10 active; active = well fitted inhibition curve with a large enough effect in the main read-out, with a control signal flat, not every such curve was filed as active; inconclusive = small, poorly fitted or top-dose-only effect, or effect the other way, or a change in a side signal; inactive = no such curve, though single readings can be large or run the other way; also: potency is read from the fitted curve at half-maximal effect; % of control where 0% means no effect
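Fluorescence anisotropy tracks displacement of a FITC-tagged PTAP peptide (50 nM) from the Tsg101 binding domain (10 uM), following a 20 min room-temperature incubation at pH 7.5.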
Eya2 inh – inhibitors of human Eya2 phosphatase activity; O00167; Potency, µM (titrated, usually from 76.9 µM), inactives show top-dose activity, negative = inhibition, most hits filed as inhibitors; AID 488837; recombinant Eya2, OMFP fluorescence dephosphorylation (OMFP is methylfluorescein phosphate); 0.006% of 330,000 active; also: potency is read from the fitted curve at half-maximal effect; % is scaled to controls: 0 for no effect and ±100 for the full control effect
Target sequence (O00167 whole entry, looked up): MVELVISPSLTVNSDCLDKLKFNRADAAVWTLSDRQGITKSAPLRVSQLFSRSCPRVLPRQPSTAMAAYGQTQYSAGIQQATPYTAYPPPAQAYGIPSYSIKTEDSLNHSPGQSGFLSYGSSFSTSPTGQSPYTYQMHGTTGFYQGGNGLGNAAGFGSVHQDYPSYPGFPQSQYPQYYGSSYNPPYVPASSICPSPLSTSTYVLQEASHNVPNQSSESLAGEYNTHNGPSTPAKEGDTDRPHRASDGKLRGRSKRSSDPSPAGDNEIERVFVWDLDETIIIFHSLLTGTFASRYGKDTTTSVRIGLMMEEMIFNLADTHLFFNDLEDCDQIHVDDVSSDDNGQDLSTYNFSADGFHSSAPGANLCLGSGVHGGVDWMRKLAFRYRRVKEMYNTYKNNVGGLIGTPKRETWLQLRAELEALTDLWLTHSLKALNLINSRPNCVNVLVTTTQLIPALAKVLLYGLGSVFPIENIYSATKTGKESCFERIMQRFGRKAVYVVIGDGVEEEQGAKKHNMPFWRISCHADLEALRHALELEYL
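Eya2 protein (added as 0.2 uM solution) was preincubated with compound for 10 min at ambient temperature in 50 mM HEPES pH 7.5, 50 mM NaCl, 5 uM MgCl2, 0.05% BSA, 1 mM DTT. OMFP (added at 50 uM) then reacted 10 min; fluorescence read at 485/525 nm.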
Mito fusion yeast – blocks mitochondrial division or promotes mitochondrial fusion; AID 485298; S. cerevisiae fusion-defective mutant growth rescue, CellTiterGlo 48 h; Potency, µM (titrated, usually from 46.1 µM), inactives show at the top dose growth rescue (activation), actives largely listed as activators; 0.23% of 320,000 active;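 also: potency is read from the fitted curve at half-maximal effect; % of control where 0% means no effect; nearly all actives have a fitted effect of over 45% in size; temperature-sensitive fusion mutants such as fzo1-1 at 37 °C on non-fermentable ethanol glycerol medium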
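S. cerevisiae fusion-defective temperature-sensitive mutants (e.g. fzo1-1, mgm1-5) grown 48 h at 37C in YPEG (ethanol/glycerol non-fermentable) medium with 23 nl compound per well; growth rescue read as CellTiterGlo luminescence.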
USP2a block – USP2a (human) protease inhibition | Potency, µM (highest dose often 38.3 µM), for inactives: at the top dose activity change, negative = inhibition, hits mostly inhibitors | 0.01% of 330,000 active | O75604 | USP2 core, Ub-CHOP2 coupled fluorogenic reporter, 485/531;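 also: potency is read from the fitted curve at half-maximal effect; plate controls were DMSO wells for no effect and full inhibition by NEM control for full effect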
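USP2 core (10nM final) preincubated 30min RT with compound in 20mM Tris-HCl pH 8.0, 2mM CaCl2, 2mM beta-mercaptoethanol, 0.05% CHAPS; 25nM Ub-CHOP2 plus 25nM reporter substrate added, fluorescence (Ex485/Em531) read after 60min.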
ELG1 repair inh – inhibitors of ELG1-dependent DNA repair in HEK293T cells | HEK293T ELG1-luciferase reporter, luminescence, 16 h; DNA damage induced by 5-fluorouridine | 2.3% of 330,000 active | Potency, µM (series often up to 46.1 µM), for inactives: at the top dose activity change, negative = inhibition, usual class: inhibitors; also: potency is read from the fitted curve at half-maximal effect; % is scaled to controls: 0 for no effect and ±100 for the full control effect; nearly all actives have a fitted effect of over 55% in size
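Overnight (16 hr) co-exposure of 2,000 cells/well to 5-fluorouridine and compound at 37 °C preceded detection. Luciferase was quantified via ONE-Glo luminescence; loss of signal denotes inhibition.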
B2AR arrestin – beta2AR (human) beta-arrestin recruitment activity; P07550; beta-arrestin recruitment to beta2AR, cell-based reporter; Potency, µM (series often up to 46.1 µM), inactives show at the top dose activation, actives largely listed as activators; 0.02% of 330,000 active;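 also: potency is read from the fitted curve at half-maximal effect; 0% = DMSO controls and full agonism = EC100 isoproterenol or metaproterenol; nearly all actives have a fitted effect of over 65% in size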
TCR activator – activators of T cell receptors. primary human leukocytes, anti-CD3, IL-2 HTRF, 48 h. Potency, µM (titrated, usually from 9.22 µM), for inactives: top-dose activation of IL-2 secretion, usual class: activators. 330,000 tested, under 10 active. AID 504894; also: % of control where 0% means no effect
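48 hr co-incubation of compounds, a-CD3 beads and primary human leukocytes; IL-2 quantified homogeneously by HTRF with anti-IL-2 K and d2 conjugates.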
The depositor's hits bear a star; ? = inconclusive; . = no result given; [ ] = remark or other dose. Unless noted, calls follow the shape of the dose curve; as a rule, active = well fitted curve in the direction sought with a large enough effect; inconclusive = small, poorly fitted or top-dose-only effect, or another doubt; inactive = no such curve, though single readings can be large; an effect the other way counts as inactive or inconclusive.

smiles,TSHR antagonist,uPA generation,Tb PFK inh,Chronic BCR inh,TSG101-PTAP inh,Eya2 inh,Mito fusion yeast,USP2a block,ELG1 repair inh,B2AR arrestin,TCR activator
COC(=O)Nc1ccc(S(=O)(=O)N2CCN(C)CC2)cc1,31,7%,3%,3%,-2%,12%,-1%,5%,-2%,-0.2%,0%
O=C1N(Cc2cccnc2)C[C@@H]2C[C@@H](c3cccc(C(F)(F)F)c3)N3CCC[C@@]123,-2,-4%,1%,-1%,-1%,10%,4%,3%,0%,-0.7%,-2%
C[C@H](NC(=O)[C@H]1N2C(=O)c3ccccc3C2SC1(C)C)C(=O)NCC1CCCO1 (stereo partly specified),-2,-3%,1%,-1%,-1%,11%,-2%,3%,0%,-0.3%,2%
CCc1cccc2c(C(=O)COC(=O)c3cnc(C)cn3)c[nH]c12,1,2%,0%,0%,-8%,21%,-3%,3%,-2%,-0.1%,1%
COc1ccc(NC(=O)c2ccc(S(=O)(=O)N3CCCC3)cc2)cc1OC,3,17%,2%,1%,-4%,?,2%,-2%,13%,-0.2%,8%
O=C(c1cc(COc2c(F)cccc2F)on1)N1CCc2ccccc2C1,-12,1%,5%,?,-3%,-12%,18%,1%,-3%,0.1%,-2%
Cn1ccs/c1=N\S(=O)(=O)c1ccc(C(C)(C)C)cc1,-2,-3%,1%,-8%,1%,?,0%,1%,7%,-0.2%,-4%
COc1ccc(NC(=O)Nc2ccc3c(c2)C(=O)N([C@H](C)CO)C[C@H](C)[C@@H](CN(C)C(=O)NC(C)C)O3)cc1,2,10%,-1%,1%,-3%,-27%,.,1%,?,-0.8%,0%
Cc1onc(-c2ccccc2Cl)c1C(=O)NCCCN1CCOCC1,1,4%,0%,-3%,-1%,22%,3%,-2%,25%,-0.3%,4%
Cc1ccc(S(=O)(=O)N/N=C\c2cn(CC(N)=O)c3ccccc23)cc1,9,6%,6%,0%,-3%,-10%,2%,1%,-12%,0.0%,4%
COc1ccc(-c2cc(C(=O)N3CCCCC3)c3ccccc3n2)cc1,62,-7%,-1%,-1%,-4%,7%,3%,0%,?,-0.1%,3%
CCOc1ccc(CCNC(=O)CCCN2C(=O)c3ccccc3C2=O)cc1OCC,-1,0%,4%,?,-3%,10%,6%,-5%,-17%,-0.1%,0%
CCN(CC)S(=O)(=O)c1cccc(NC(=O)CSc2nc3ccccc3[nH]2)c1,-5,0%,-6%,-2%,-5%,-1%,1%,13%,23µM*,-0.1%,4%
O=C1C(Cl)=C(N2CCCC2)C(=O)N1c1ccc(F)cc1,-14,-2%,-1%,-10%,-1%,-2%,-5%,0%,5%,-0.3%,1%
CN(Cc1nc(-c2ccc(Cl)cc2)no1)C(=O)CCN1C(=O)[C@H]2CC=CC[C@H]2C1=O,7,-3%,0%,1%,-3%,-7%,-2%,0%,?,-0.4%,3%
COC(=O)c1ccccc1S(=O)(=O)NCc1nc2nc(C)cc(C)n2n1,-2,0%,1%,-16%,-4%,-14%,2%,0%,?,3.4%,-5%
Cc1cc(=O)[nH]c(-n2nc(C)c(Oc3ccccc3O)c2C)n1,-4,-3%,0%,2%,-4%,-2%,5%,0%,-22%,-0.1%,6%
O=C(CN1C(=O)NC2(CCCCC2)C1=O)N1CCN(S(=O)(=O)c2ccc(F)c(F)c2F)CC1,-7,10%,6%,3%,0%,-13%,7%,0%,-1%,-0.1%,-2%
O=C1CN=CN=CN1c1ccc(Cl)cc1Cl,5,7%,2%,6%,-3%,4%,2%,1%,22%,0.2%,0%[46.1 µM]
Cc1ccc(SCc2[nH]nc3c2C(c2cccnc2)C(C#N)=C(N)O3)cc1 (stereo unspecified),-6,6%,-3%,-1%,-8%,1%,-3%,1%,1%,-0.2%,3%
Cc1ccc(C2CC(=O)c3cnc(N4CCN(c5ccccc5)CC4)nc3C2)cc1 (stereo unspecified),-9,-2%,1%,2%,-6%,-15%,-1%,3%,-17%,-0.3%,-1%
COc1cccc(C2C(C#N)=C(N)N(N(C)C)C3=C2C(=O)CCC3)c1OC (stereo unspecified),-10,-14%,1%,3%,-9%,5%,-3%,-1%,8%,0.2%,0%
CCN(CC(=O)Nc1ccc2c(c1)OCCO2)C(=O)c1cc(S(=O)(=O)N2CCOCC2)ccc1F,-5,3%,-2%,1%,0%,?,14%,1%,11%,0.2%,0%
Cc1ccc2cc(C#N)c(N3CCN(C)CC3)nc2c1,-3,-3%,-1%,-2%,-3%,-2%,-4%,0%,-1%,-0.3%,0%[46.1 µM]
C=CCNC(=O)/C=C/c1cccs1,-5,-4%,-2%,0%,-5%,-17%,-8%,2%,?,0.5%,6%
CCC/C(O)=C1\C(=O)CC(C)(C)CC1=Nc1ccccc1O,-13,3%,-7%,?,1%,3%,17%,2%,-4%,-0.6%,-2%
N#Cc1ccccc1OCC(=O)NCc1ccccc1CN1CCCC1,-19,-13%,-1%,-10%,-4%,9%,-3%,2%,?,0.3%,-4%
COc1ccccc1N1CCN(C2CCCN(C(=O)CCn3cncn3)C2)CC1 (stereo unspecified),25,7%,0%,4%,-9%,9%,0%,-1%,-7%,0.1%,1%
CCOC(=O)C1=C(C)N(CC(C)C)C(=O)/C1=C\c1ccc(OCC(=O)Nc2ccccc2)cc1,-3,-12%,-2%,8%,0%,8%,-2%,1%,?,3.6%,.
COc1cccc(CC(=O)OC(C)C(=O)Nc2ccc(Cl)cn2)c1 (stereo unspecified),-9,4%,-1%,0%,0%,24%,-10%,0%,-3%,0.4%,-1%
COc1ccc(-c2noc(CSc3ccccc3)n2)cc1OC,17,3%,-1%,?,-5%,-7%,-1%,-6%,?,0.1%,3%
COc1ccc(/C=C\C(=O)Oc2cccc(/C=N/NC(=O)Cc3ccc(OC)c(OC)c3)c2)cc1,0,-4%,1%,?,-1%,5%,0%,-2%,?,-1.1%,-3%[46.1 µM]
O=S(=O)(c1cccc2nonc12)N1CCN(c2cccc(Cl)c2)CC1,-1,1%,0%,4%,-4%,-16%,1%,-2%,-4%,-0.1%,2%
COCCCC1CCN(C(=O)C2CCC(=O)N(CC3CCCCC3)C2)CC1 (stereo unspecified),-9,-6%,-2%,3%,.,-7%,2%,3%,?,0.2%,1%
Cc1cccc(NC(=O)C2CCCN(S(=O)(=O)c3cccc4nonc34)C2)c1 (stereo unspecified),7,1%,-1%,14%,0%,2%,-3%,0%,0%,0.1%,-4%
O=[N+]([O-])c1ccc(-c2cn(-c3ccc(Cl)cc3)c(=S)[nH]2)cc1,-2,3%,-3%,-4%,-2%,-19%,-3%,-2%,17%,-0.1%,-3%[46.1 µM]
CCC1=NN(C(=O)Cc2ccc([N+](=O)[O-])cc2)C(O)(c2ccncc2)C1 (stereo unspecified),-5,2%,3%,0%,0%,-4%,0%,6%,3%,0.2%,7%
CCOC(=O)C1CCCN(C(=O)c2cn(C)c3ccc(S(=O)(=O)N(C)C)cc3c2=O)C1 (stereo unspecified),-4,22%,0%,-5%,-7%,8%,-1%,-2%,0%,-1.0%,1%
Cc1ccc(C)c(SCC(=O)N(C)CC(=O)Nc2ccc(N3CCOCC3)cc2)c1,-3,2%,-7%,?,-3%,-2%,2%,1%,0%,-0.2%,8%
CCN(CC)c1nc(SCC(=O)O)nc(N(CC)CC)n1,5,.,0%,0%,-1%,6%,-1%,1%,1%,0.1%,1%
CCCCN(C(=O)CSc1nncn1-c1ccccc1)c1c(N)n(Cc2ccccc2)c(=O)[nH]c1=O,4,7%,-1%,6%,1%,6%,0%,1%,-1%,-0.2%,0%[46.1 µM]
CC(C(=O)N1CCOCC1)N1C(=O)c2cccc3cccc(c23)C1=O (stereo unspecified),5,6%,1%,6%,2%,6%,-3%,2%,8%,0.1%,4%
c1n[nH]c(SCCCCSc2ncn[nH]2)n1,2,9%,-4%,-22%,-3%,6%,2%,-4%,?,-0.5%,0%
CN(Cc1nc(-c2ccncc2)no1)S(=O)(=O)c1ccccc1,2,11%,2%,?,-1%,-8%,?,0%,5%,-1.6%,8%
